Source: PubChem
TDP1 block: blocks human tyrosyl-DNA phosphodiesterase 1 | AID 485290 | Potency, µM (doses to about 130 µM), without a hit: at the highest dose activity change, negative = inhibition, usual class: inhibitors | 350,000 tested, 0.28% active | recombinant TDP1, AlphaScreen DNA substrate cleavage; also: nearly all actives have a fitted effect of over 40% in size
Target sequence (Q9NUW8 whole entry, looked up): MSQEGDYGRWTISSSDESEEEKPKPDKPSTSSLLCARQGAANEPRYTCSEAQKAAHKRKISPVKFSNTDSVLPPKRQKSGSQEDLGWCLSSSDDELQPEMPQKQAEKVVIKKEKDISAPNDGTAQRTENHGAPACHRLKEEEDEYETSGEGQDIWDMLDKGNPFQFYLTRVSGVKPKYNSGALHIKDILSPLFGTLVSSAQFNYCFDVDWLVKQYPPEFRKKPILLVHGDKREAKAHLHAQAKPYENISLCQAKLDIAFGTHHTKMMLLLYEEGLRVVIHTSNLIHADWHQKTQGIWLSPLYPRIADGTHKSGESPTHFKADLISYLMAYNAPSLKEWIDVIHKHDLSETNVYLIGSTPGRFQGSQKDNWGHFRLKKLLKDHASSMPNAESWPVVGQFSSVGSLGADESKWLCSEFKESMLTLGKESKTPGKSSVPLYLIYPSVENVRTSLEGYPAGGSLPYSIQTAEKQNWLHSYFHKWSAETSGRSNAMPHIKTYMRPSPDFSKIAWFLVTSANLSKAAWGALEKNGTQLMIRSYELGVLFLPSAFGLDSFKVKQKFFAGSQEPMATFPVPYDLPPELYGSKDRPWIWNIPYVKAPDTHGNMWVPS
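Signal: AlphaScreen proximity between streptavidin donor and anti-FITC acceptor beads on intact substrate. Reaction: Tdp1 1 nM, substrate 15 nM final, 5 min RT after 15 min compound preincubation.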
TDP1 cell CPT: growth inhibition of DT40 Tdp1-/-;hTDP1 cells with camptothecin (screen for TDP1 inhibitors) | 420,000 tested, 12% active | Potency, µM (top dose mostly 46.2 µM), inactives show at the top dose activity change, negative = growth inhibition, hits mostly inhibitors | chicken DT40 Tdp1-/-;hTDP1 cells + 20 nM CPT, ATP luminescence, 48 h; also: nearly all actives have a fitted effect of over 55% in size
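Cell growth measured by CellTiter-Glo luminescence after a minimum 48 h, 37 C compound exposure with 20 nM CPT in Tdp1-knockout DT40 cells stably expressing hTDP1, seeded 400/well; qHTS titration format.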
DT40 TDP1 no CPT: qHTS for Inhibitors of human tyrosyl-DNA phosphodiesterase 1 (TDP1): qHTS in cells in absence of CPT. AID 686978, 2013. 420,000 tested, 15% active. Potency, µM (highest dose often 46.2 µM), for the others: at the top dose activity change, negative = growth inhibition, hits mostly inhibitors. DT40 Tdp1-/- hTDP1 cells, no CPT, ATP luminescence, 48 h; also: nearly all actives have a fitted effect of over 55% in size
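Readout: luminescence from CellTiter-Glo after 30 min in the dark at RT. Cells: DT40 Tdp1-/- with stable hTDP1, 400/well. Exposure: compounds alone, ≥48 hr, 37 °C.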
* = called active by the depositor; ? = inconclusive; · = not tested or not shown; & = joins results of further samples; [ ] = remark or other dose. Calls follow the shape of the dose curve; as a rule, active = well fitted curve in the direction sought with a large enough effect; inconclusive = small, poorly fitted or top-dose-only effect, or another doubt; inactive = no such curve, though single readings can be large; an effect the other way counts as inactive or inconclusive. % is scaled to controls: 0 for no effect and ±100 for the full control effect; potency is read from the fitted curve at half-maximal effect.

Values run as follows: TDP1 block	TDP1 cell CPT	DT40 TDP1 no CPT
CCc1cccc(CC)c1NC(=O)c1c(C)oc2ccc(O)c(CN3CCOCC3)c12
    1%	?	?
CCCCN1C(=O)N(c2ccc(Cl)cc2)C(C)(O)CC1(C)C (stereo not given)
    ·	3%	?
FC(F)(F)c1ccncc1-c1nnnn1-c1ccc(Cl)cc1
    3%	-19%	?
Cn1nc(C(=O)NCC2COc3ccccc3O2)c2ccccc2c1=O (stereo not given)
    0%	23µM*	21µM*
CCOc1cc(CNC2CCCC2)c(Cl)cc1OCC(=O)Nc1ccccc1
    2%	18µM*	18µM*
CC1(C)C(=O)OC(c2cc(Br)ccc2O)C(C)(C)C1=O (stereo not given)
    -3%	?	21µM*
CN(CC(=O)Nc1ccccc1Sc1ccccc1)Cc1nc2ccccc2c(=O)[nH]1
    8%	?	18µM*
O=C1C(=O)N(Cc2cccs2)c2ccccc21
    4%	4.6µM*	5.2µM*
COc1ccc(C(CNC(=O)c2ccc(F)cc2)N2CCCC2)cc1 (stereo not given)
    5%	-28%	-29%
Nc1nc2c(ncn2[C@@H]2O[C@H](CNC(=O)[C@H](N)Cc3ccccc3)[C@@H](O)[C@H]2O)c(=O)[nH]1
    ·	-9%	-1%
CCCCCCn1cnc2c(c1=O)c1nc3ccccc3nc1n2Cc1cccs1
    -4%	-16%	-28%
COc1ccc(-c2nc3c4ccccc4ccn3c2CC2CCCCC2)cc1OC
    ·	?	23µM*
O=C1CC(c2nc3ccccc3[nH]2)CN1c1cccc(Cl)c1 (stereo not given)
    5%	?	?
CCCCCc1c(C)c(C#N)c2nc3ccccc3n2c1-n1ccnc1C
    0%	-16%	-14%
Nc1nc(SCC(=O)Nc2ccc(C(F)(F)F)cc2)[nH]c(=O)c1NC(=O)c1ccc(F)c(F)c1
    3%	-15%	0%
COc1ccc(C2CC(c3ccccc3C)n3nc(N)nc3N2)cc1 (stereo not given)
    9%	-14%	-9%
CCOC(=O)C1CCCN(S(=O)(=O)c2c(C)noc2C)C1 (stereo not given)
    1%	-6%	7%
CN(C)C(=O)c1ccc(-c2cc(N(C)Cc3ccco3)ncn2)cc1
    ·	-7%	-4%
CC1CCN(S(=O)(=O)c2ccc(C(=O)Nc3sccc3C(N)=O)cc2)CC1
    1%	?	?
O=C(NCCCn1ccnc1)c1ccc(S(=O)(=O)Nc2ccccc2)cc1
    ·	-15%	3%
COc1ccc(N(C(=O)CNC(=O)c2cccs2)C(C(=O)NCC2CCCO2)c2ccccc2)c(OC)c1 (stereo not given)
    8%[0.0935 µM]	1%	-16%
COc1ccccc1CNC(=O)CN(c1ccc(C)cc1)S(=O)(=O)c1c(C)n[nH]c1C
    2%	-25%	6%
COc1ccccc1CC(=O)N1CCCc2ccccc21
    3%	?	?
Cc1cc2c(cc1C)NC(=O)C(C)CN2 (stereo not given)
    ·	2%	?
Cc1ccccc1N1C(=O)c2ccccc2C1Nc1cccnc1 (stereo not given)
    5%	1%	-4%
CCN(CC)S(=O)(=O)c1ccc(C)c(NC(=O)CSc2nnnn2C)c1
    4%	-3%	6%
O=C1CCC(=O)N1CNc1cccnc1
    4%	?	?
CC(C)(C)S(=O)(=O)c1nc2ccccc2s1
    2%	1%	-11%
C=CCn1c(SCC(=O)Nc2ccc(NC(C)=O)cc2)nc2sc(C)c(C)c2c1=O
    -13%	-8%	-4%
CN(C)c1ccc(N=Nc2cccc(F)c2)cc1
    13%	2%	-8%
O=C(Cc1csc(-c2cccc(Cl)c2)n1)Nc1cccc(S(=O)(=O)NC2=NCCC2)c1
    ·	-11%	-9%
COc1cccc(C2SCC(=O)N2c2ccc(Cl)cc2)c1OC (stereo not given)
    -3%	2%	?
C=CC(=O)Nc1cccc(Oc2ncnc3[nH]cc(-c4cnc5ccccc5c4)c23)c1
    1%	?	?
O=C(NCCc1ccccc1)Nc1ccc2c(c1)OCO2
    -6%	-14%	-27%
COc1ccc(/C=C/C2=NN(Cc3ccccc3)C(=O)CC2)cc1
    2%	?	?
Cc1ccc(C(=O)N2CC(=O)Nc3ccc(F)cc3C2c2ccc(F)cc2)cc1[N+](=O)[O-] (stereo not given)
    0%	?	?
COc1cccc(Nc2ncc3nc(-c4ccc(F)cc4)c(=O)n(CCC#N)c3n2)c1
    ·	14%	-25%
COC(=O)CNC(=O)C(CCSC)NC(C)=O (stereo not given)
    -6%	4%	1%
Cc1ccc(NC(=O)c2cnc(N3CCCC3)nc2C)cc1F
    4%	-26%	?
Cc1ccc(NS(=O)(=O)c2c(C)nc3sccn3c2=O)c(C)c1
    ·	-29%	-25%
CN(CCOc1ccc(Cl)cc1)CC(=O)Nc1ccc(OC(F)(F)F)cc1
    ·	-24%	-6%
CCCc1cc2c(OC(=O)CC)c(-c3ccc(C(=O)OCC)o3)c(=O)oc2cc1OC
    0%	?	?
CC1CCCC(NC(=O)COC(=O)c2ccccc2[N+](=O)[O-])C1C (stereo not given)
    2%	0%	2%
CCC(CC)n1[nH]c(=O)cc1N
    4%[56.1 µM]	-6%	0%
Cc1ccc(-c2nc(CCNC(=O)c3ccco3)cs2)cc1
    3%	2%	?
C/C(=C\c1cccs1)C(=O)c1c(C)cc(C)[nH]c1=O
    ·	0%	24%
Cc1nc(CSc2nnc(C)s2)cs1
    5%	-8%	-1%
Cc1ccc(C(=O)OCC(=O)NCc2ccc3c(c2)OCO3)s1
    -1%	2%	-5%
O=C(NCC(c1ccco1)N1CCCC1)c1ccc(S(=O)(=O)Nc2ccccc2F)cc1 (stereo not given)
    0%	-20%	-29%
COc1ccc(-c2cc(C(F)(F)F)nc(S(=O)(=O)CCCC(=O)Nc3cccc(O)c3)n2)cc1OC
    3%&6%	3.7µM*	4.1µM*
COc1cc(OC)c(Nc2ncnc3onc(-c4cccc(Cl)c4)c23)cc1Cl
    1%	9%	-1%
CC(C)C(=O)NC(=S)Nc1ccc(S(=O)(=O)N2CCN(C)CC2)cc1
    6%	-10%	-19%
Cc1nnc(SCC(=O)Nc2ccc(S(=O)(=O)N3CCCCC3)cc2)s1
    -2%	4%	?
CC(C)CS(=O)(=O)C1=NSC2=NC(=O)/C(=C\c3ccc(OC(=O)c4ccco4)cc3)C(=N)N21
    -7%	-15%	-7%
O=C(O)CC(Cc1ccc(Cl)cc1)C(=O)NCc1ccccc1 (stereo not given)
    -3%	4%	-29%
Cn1cnnc1SCC(=O)N1CCC(Cc2ccccc2)CC1
    4%	?	18µM*
Cc1cc(C(=O)N/N=C/c2ccc(O)c([N+](=O)[O-])c2)c(C)n1-c1ccc(F)cc1
    9%	-15%	-15%
O=C(O)[C@H](O)c1ccccc1
    ·	-1%	-4%
CC(=O)N1SC(N)=NC1c1ccccc1 (stereo not given)
    2%	4%	-12%
CCCOc1ccc(C(=O)Nc2ccc(N(C)C)cc2)cc1
    -4%	-26%	-23%

Additional entries follow:
Values run as follows: TDP1 block	TDP1 cell CPT	DT40 TDP1 no CPT
c1nc(NC2CCNCC2)c2cc(-c3ccc4c(c3)OCO4)ccc2n1
    3%	?	15µM*
COc1ccc(CCNC(=O)c2ccc3c(SCC(=O)O)c4c(nc3c2)CCCC4)cc1OC
    -5%	0%	12%
COc1ccc(C2Nc3ccccc3C(=O)N2Cc2ccccc2)cc1COc1ccccn1 (stereo not given)
    4%	?	-20%
S=c1[nH]cnc2scc(-c3ccccc3)c12
    8%	?	23µM*
Cc1cc(C)n(Cc2cc(C(=O)O)c3ccccc3n2)n1
    -5%	25%	2%
CCN(CC)S(=O)(=O)c1ccc2c(c1)N(CC(=O)Nc1c(C)cc(C)cc1C)C(=O)C1CCCN21 (stereo not given)
    5%	-7%	-5%
COc1ccccc1OCC(=O)N1CCCC(Nc2ccc(F)c(F)c2)C1 (stereo not given)
    4%	1%	-5%
O=C(CN1C(=O)CSc2ccc(S(=O)(=O)N3CCOCC3)cc21)NCc1ccc(Cl)cc1
    4%	?	5%
C=C1CCN([C@@H](CC(C)C)C(=O)NCCCc2ccccc2)S(=O)(=O)c2ccccc21
    ·	?	?
CCOc1ccc(S(=O)(=O)Nc2cccc(C(=O)NCC(C)(C)N3CCOCC3)c2)cc1
    ·	-30%	?
O=C(COCc1nc2ccccc2c(=O)[nH]1)NC1CCCC1
    -1%	-26%	2%
Cc1ccc(Nc2ncnc3c2cnn3C)cc1
    1%	-29%	?
Cc1ccc(C)c(N(C)C(=O)C2CCN(c3ncnc4c3nc3n4CCCCC3)CC2)c1
    2%	?	?
COC(=O)c1cc(OC)c(OC)cc1NC(=O)C1CCC(=O)N1S(=O)(=O)c1ccc(C)cc1 (stereo not given)
    4%	21µM*	18µM*
COc1ccc(Cl)cc1NC(=O)CN1CCCC1
    0%	1%	-3%

Only TDP1 cell CPT, for 5 of the compounds above:
SMILES | TDP1 cell CPT
c1nc(NC2CCNCC2)c2cc(-c3ccc4c(c3)OCO4)ccc2n1 | ?
COc1ccc(CCNC(=O)c2ccc3c(SCC(=O)O)c4c(nc3c2)CCCC4)cc1OC | 0%
COc1ccc(C2Nc3ccccc3C(=O)N2Cc2ccccc2)cc1COc1ccccn1 (stereo not given) | ?
S=c1[nH]cnc2scc(-c3ccccc3)c12 | ?
Cc1cc(C)n(Cc2cc(C(=O)O)c3ccccc3n2)n1 | 25%

Next part:
Values run as follows: TDP1 block	TDP1 cell CPT	DT40 TDP1 no CPT
Cc1ccc(C(=O)/C=C/c2ccccc2)o1
    6%	?	15µM*
CCOC(=O)c1ccc(N=C2S/C(=C\c3cc(C)n(-c4cccnc4)c3C)C(=O)N2C)cc1
    1%	-1%	-9%
O=C(CSc1ccsc1[N+](=O)[O-])NCc1ccccc1
    -8%	-5%	-25%
CN(C(=S)Nc1ccc(SC(F)F)cc1)C(c1ccccc1)c1ccccc1
    ·	?	?
ClCC1NCC(c2ccccc2Cl)c2c1[nH]c1ccccc21 (stereo not given)
    10%	-33%	-2%
Cc1ccnc(NC(c2cc(C)ccc2O)c2ccc3cccnc3c2O)c1 (stereo not given)
    ·	?	10µM*
CCn1nc(NC(=O)CC(C)C)c2cc3cccc(C)c3nc21
    ·	-18%	-28%
CC(C)C(=O)N1CCN(c2ccc(NC(=O)c3ccc([N+](=O)[O-])o3)cc2)CC1
    6%	2.1µM*	12µM*
COCCN(CCOC)C(=O)c1ccc(NS(=O)(=O)c2ccc3c(c2)OCCO3)cc1
    5%	23%	1%
COCCCn1c(C)nnc1SCC(=O)Nc1cccc(C)c1
    3%	-7%	20%
Cn1c(=O)cc(SCC(=O)NCc2ccc(F)cc2)c2ccc(Cl)cc21
    -5%	2.6µM*	3.3µM*
CN(Cc1ccc2c(c1)OCO2)C(=O)c1cc(-c2ccccc2)c(N2CCOCC2)s1
    4%	?	?
CC(C)(C)c1ccc(C(=O)N/C(=C\c2ccco2)C(=O)O)cc1
    0%	-2%	-14%
COc1ccccc1NC(=O)N1CC(=O)Nc2sc3c(c2C1c1ccccc1)CCCC3 (stereo not given)
    3%	23µM*	18µM*
CCC(C)(C)NC(=O)C(c1ccc(OC)cc1)N(Cc1ccco1)C(=O)CCC(=O)Nc1cc(C)on1 (stereo not given)
    2%	-18%	-18%

Entries shown so far containing a tert-butyl group (two):
Values run as follows: TDP1 block	TDP1 cell CPT	DT40 TDP1 no CPT
CC(C)(C)S(=O)(=O)c1nc2ccccc2s1
    2%	1%	-11%
CC(C)(C)c1ccc(C(=O)N/C(=C\c2ccco2)C(=O)O)cc1
    0%	-2%	-14%

Further results
Values run as follows: TDP1 block	TDP1 cell CPT	DT40 TDP1 no CPT
COn1c(-c2ccc(Cl)cc2)nc2ccc(Cl)cc21
    3%	-18%	-18%
COc1ccc2nc(NC(=O)CSc3ccccc3)sc2c1
    4%	?	?
Cc1nc2ccc(S(=O)(=O)NCC(=O)N3CCC(C)CC3)cc2s1
    0%	-12%	-32%
COC(=O)C1CCN(C(=O)/C=C/c2ccccc2)CC1
    -1%	4%	-13%
Cc1ccc(NC(=S)NC(=O)/C=C/c2ccco2)c(O)c1
    6%	-11%	?
COc1cccc(NC(=O)CSc2nnc(Cc3ccc(OC)c(OC)c3)o2)c1
    14%	0%	0%
FC(F)(F)c1ccc(N2CCOCC2)c(NC2=NCCCCC2)c1
    3%	-1%	-6%
CCCCn1c(N)c(N(CC(C)C)C(=O)CN2C(=O)NC3(CC(C)CC(C)(C)C3)C2=O)c(=O)[nH]c1=O (stereo not given)
    ·	-14%	-21%
O=C(Nc1nc(-c2ccccc2)ns1)c1cccs1
    0%	-29%	-22%
COc1ccc(N(CC(=O)NCCc2ccccc2)S(=O)(=O)c2c(C)nn(C)c2C)cc1
    2%	-12%	?
CCc1ccccc1NC(=O)c1cc2sccc2n1C
    7%	?	-28%
